NOD1 inhibition: inhibition of NOD1-driven NF-kB reporter – cell-based, luminescence, uHTS, primary screen (AID 1578) | NOD1-driven NF-kB luciferase reporter cells, luminescence; higher % means a stronger effect | inhibition, % at 4 µM; hits with a dose series show EC50 in µM | 290,000 tested, 1% active; in the data active = inhibition mostly above about 36%, no sharp cut-off; inactive = mostly below about 34%;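 also: HEK-293T reporter cells stimulated with the NOD1 agonist gamma-tri-DAP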
NOD2 inhibition: inhibition of NOD2-driven NF-kB reporter – cell-based, luminescence, uHTS, HEK293 (AID 1566); 290,000 tested, 0.63% active; HEK293 NOD2/NF-kB luciferase reporter, luminescence; higher % means a stronger effect; inhibition, % at 4 µM; hits with a dose series show EC50 in µM; also: many of its hits are not listed in these tables
KOR beta-arrestin-1: kappa opioid receptor blockers – cell-based, luminescence, uHTS (AID 1778); KOR beta-arrestin recruitment, luminescence, antagonist mode; higher % means a stronger effect; 290,000 tested, 0.091% active; inhibition, % at 10 µM; hits with a dose series show IC50 in µM; also: strong numbers were not always called active
Yfh1-depleted yeast: enhancers of respiration in Yfh1-depleted yeast, dose response, Friedreich's ataxia, plus single-dose screen (AID 1465). S. cerevisiae Yfh1-off respiration, WST-1 reduction, 72 h; higher fold induction means a stronger effect. fold induction at 50 µM; hits with a dose series show EC50 in µM. 220,000 tested, 0.074% active;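 active = fold induction of absorbance versus untreated yeast above a set limit, then at least 30% activation at any dose in follow-up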;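 also: activators that raise dye reduction in frataxin-depleted yeast; strong numbers were not always called active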
Dengue-2 NS5 capping: flavivirus cap methylation enzyme inhibition – biochemical, confirmation dose response, primary screen (AID 588689). 340,000 tested, 0.3% active. inhibition, % at 25 µM; hits with a dose series show IC50 in µM. Dengue-2 NS5 methyltransferase capping enzyme assay, biochemical; higher % means a stronger effect; in the data active = a potency from the dose series
West Nile virus CPE: inhibition of WNV-induced cytopathic effect – cell-based, CPE readout (AID 1621); West Nile virus-infected cells, CPE inhibition; higher % means a stronger effect; one-dose CPE inhibition, % at 10 µM; IC50 in µM for titrated hits; 290,000 tested, 0.02% active; in the data active = a potency from the dose series; also: strong numbers were not always called active
KOR beta-arrestin-2: kappa opioid receptor activators – cell-based, luminescence, uHTS, primary screen (AID 1777). one-dose activation, % at 10 µM; EC50 in µM for titrated hits. 280,000 tested, 0.02% active. KOR beta-arrestin recruitment, luminescence; higher % means a stronger effect; in the data active = activation above about 50%, passing the limit was not always enough; also: a part of the inactive calls stands beside numbers as strong as those of hits
HIV peptide binding: inhibitors of HIV fusion peptide binding, primary screen, biochemical, uHTS, fluorescence dequenching (AID 1986) | cell-free peptide binding, fluorescence dequenching, 30 min; higher % means a stronger effect | inhibition, % at 20 µM; hits with a dose series show IC50 in µM | 290,000 tested, 0.3% active; in the data active = inhibition mostly above about 52%, no sharp cut-off; inactive = mostly below about 76%; also: some results filed as inactive read as strong as hits
AID2073: disruptors of CaV2.2 binding to Mint1 – biochemical, HTRF (AID 2073). HTRF protein-protein interaction, Mint1-CaV2.2; higher % means a stronger effect. inhibition, % at 20 µM, or IC50 in µM where a hit was titrated. 290,000 tested, 0.19% active; in the data active = inhibition mostly above about 51%, no sharp cut-off; also: some results filed as inactive read as strong as hits
* hit, by the source's call; i = inactive; x = not tested or not shown; [ ] = dose if it differs, or a comment. Rule as the data show it, unless noted: active = inhibition above about 50%; inactive = the rest. The list is partial, so the mix of outcomes need not match the whole.

SMILES	NOD1 inhibition	NOD2 inhibition	KOR beta-arrestin-1	Yfh1-depleted yeast	Dengue-2 NS5 capping	West Nile virus CPE	KOR beta-arrestin-2	HIV peptide binding	AID2073
O=C(COC(=O)c1ccccc1NC(=O)c1ccco1)Nc1ccc2c(c1)OC(F)(F)O2	20%	3%	-10%	i	-3%	-0.5%	-5.9%	-1.7%	13%
COc1cccc(NC(=O)COC(=O)c2ccccc2C(=O)N2CCN(c3ccccc3)CC2)c1	-35%	4%	-10%	i	8%	-0.8%	3.2%	2.3%	-6%
CCOc1cccc(OCCn2cnc3ccccc3c2=O)c1	-41%	-41%	14%	i	-6%	-0.9%	6.4%	0.9%	-8%
O=C(CCN1C(=O)c2ccccc2S1(=O)=O)N1CCN(c2ccccc2)CC1	-42%	1%	28%	i	1%	-0.3%	-2.5%	-2.4%	2%
C/C=C(\C)C(=O)NCCN1C2=NC[C@H](Cc3ccc(O)cc3)N2C[C@@H]1Cc1ccc(OC)cc1	-24%	3%	8%	i	-5%	-0.2%	-0.6%	-0.7%	2%
CCN(CC)CCn1c(=N)n(CC(O)COc2ccccc2)c2ccccc21 (configuration not stated)	-1%	-5%	x	i	-8%	-0.8%	x	-0.8%	-8%
COC(=O)/C(=C1/Oc2cc3c(cc2S1)OCO3)C(F)(F)F	-19%	10%	10%	i	-6%	0.7%	-2.5%	0.1%	21%
COc1ccc(Nc2nc(N)nc(CSc3nncn3C)n2)cc1	-3%	-12%	-43%	i	4%	0.2%	4.6%	1.2%	-4%
CC(C)c1ccc(-n2cccc2/C=C2/C(=N)N3C=CSC3=NC2=O)cc1	-8%	15%	14%	i	-2%	1.6%	5.4%	1.9%	4%
CCCOc1ccc(N2CC(C(=O)Nc3ccccn3)CC2=O)cc1 (configuration not stated)	-2%	5%	-34%	i	-9%	0.3%	2.7%	-0.3%	7%
O=C(Nc1ccccc1F)C1CCN(C(=O)NC2CCCCC2)CC1	-44%	3%	-37%	x	2%	-0.7%	-1.0%	-0.8%	-3%
C=CCN(c1cccc(C(F)(F)F)c1)S(=O)(=O)c1cccc(C(=O)OCC(=O)NC(N)=O)c1	-4%	11%	x	i	-7%	-1.2%	-1.6%	0.2%	5%
O=C(Nc1ccc(Cl)c(C(F)(F)F)c1)C(=O)N1CCCCC1	-29%	-19%	-14%	i	-5%	-1.3%	-5.4%	2.8%	4%
CCN(CC)S(=O)(=O)c1ccc(NC(=O)Cn2c(=O)sc3ccccc32)cc1	-12%	4%	24%	i	-6%	-0.1%	-5.1%	-2.6%	4%
COc1cccc(CN(CC(=O)NCc2ccc(F)cc2)C(=O)c2ccco2)c1	19%	11%	-14%	x	-5%	-0.7%	3.0%	2.4%	-3%
CS(=O)(=O)N1N=C(c2ccco2)CC1c1ccccc1Cl (configuration not stated)	0%	26%	14%	i	2%	0.4%	-0.8%	-0.3%	13%
COc1ccc(C2C(C#N)=C(N)N(N(C)C)C3=C2C(=O)CC(C)(C)C3)cc1OC (configuration not stated)	-14%	0%	23%	x	1%	-0.8%	-3.9%	-1.1%	49%
COc1cccc(-c2nn(C)c3sc(C(=O)NCc4ccco4)cc23)c1	x	-4%	-6%	i	-1%	2.4%	3.8%	1.9%	25%
COc1ccc(C(=O)CC2OC(=O)c3ccccc32)cc1OC (configuration not stated)	-26%	16%	-19%	i	-5%	0.3%	-0.1%	3.0%	15%
CCN(C(=O)CN1C(=O)/C(=C/c2ccccc2)SC1=S)C1CCS(=O)(=O)C1 (configuration not stated)	12%	-4%	6%	x	-4%	-0.6%	-2.8%	-2.9%	3%
COc1cc(NC(=O)CN2CCC(C)CC2)c(C)cc1[N+](=O)[O-]	-20%	-14%	-55%	i	5%	-0.2%	-2.5%	3.1%	17%
C[n+]1ccc(C(=O)Nc2ccccc2Cl)cc1	-23%	7%	-59%[20 µM]	x	x	-0.1%	-0.2%	-5.3%	-4%
Cc1nn(C)c(C)c1CN(C(=O)CCc1nnc(Cc2c[nH]c3ccccc23)o1)C(C)C	-2%	16%	1%[20 µM]	i	-9%	-0.5%	-2.2%	-0.6%	15%
O=C(N[C@H](C(=O)O)c1ccccc1)C1CCC(Cn2cnc3ccccc3c2=O)CC1 (some centres not stated)	-4%	9%	11%	i	3%	0.3%	8.7%	1.5%	-2%
COc1ccc(CNc2nc3nc(C)c(Cl)c(=O)n3[nH]2)cc1OC	-17%	-13%	-25%	i	1%	0.7%	0.1%	4.0%	12%
CC(=O)[C@H]1CC[C@H]2[C@@H]3CCC4=CC(=O)CC[C@]4(C)[C@H]3[C@H](O)C[C@]12C	4%	21%	-39%	i	-4%	0.1%	0.8%	-0.7%	-2%
C/C(=N\OCc1ccccc1)c1c(O)cc(C(C)C)n(-c2ccccc2)c1=O	-34%	-6%	3%	i	0%	0.4%	-0.9%	0.1%	3%

Random excerpt: four records from the list, in no set order.
SMILES	NOD1 inhibition	NOD2 inhibition	KOR beta-arrestin-1	Yfh1-depleted yeast	Dengue-2 NS5 capping	West Nile virus CPE	KOR beta-arrestin-2	HIV peptide binding	AID2073
COc1cccc(NC(=O)COC(=O)c2ccccc2C(=O)N2CCN(c3ccccc3)CC2)c1	-35%	4%	-10%	i	8%	-0.8%	3.2%	2.3%	-6%
COc1ccc(C2C(C#N)=C(N)N(N(C)C)C3=C2C(=O)CC(C)(C)C3)cc1OC (configuration not stated)	-14%	0%	23%	x	1%	-0.8%	-3.9%	-1.1%	49%
CCN(C(=O)CN1C(=O)/C(=C/c2ccccc2)SC1=S)C1CCS(=O)(=O)C1 (configuration not stated)	12%	-4%	6%	x	-4%	-0.6%	-2.8%	-2.9%	3%
C=CCN(c1cccc(C(F)(F)F)c1)S(=O)(=O)c1cccc(C(=O)OCC(=O)NC(N)=O)c1	-4%	11%	x	i	-7%	-1.2%	-1.6%	0.2%	5%

Some of these compounds in order of formula weight, lowest first.
SMILES	NOD1 inhibition	NOD2 inhibition	KOR beta-arrestin-1	Yfh1-depleted yeast	Dengue-2 NS5 capping	West Nile virus CPE	KOR beta-arrestin-2	HIV peptide binding	AID2073
COc1cc(NC(=O)CN2CCC(C)CC2)c(C)cc1[N+](=O)[O-]	-20%	-14%	-55%	i	5%	-0.2%	-2.5%	3.1%	17%
O=C(Nc1ccc(Cl)c(C(F)(F)F)c1)C(=O)N1CCCCC1	-29%	-19%	-14%	i	-5%	-1.3%	-5.4%	2.8%	4%
C/C=C(\C)C(=O)NCCN1C2=NC[C@H](Cc3ccc(O)cc3)N2C[C@@H]1Cc1ccc(OC)cc1	-24%	3%	8%	i	-5%	-0.2%	-0.6%	-0.7%	2%

Compound activity deposited in PubChem BioAssay by several laboratories.
